PGE2 EP2 inh = blocks the human prostaglandin E2 receptor EP2; P43116; C6 glioma cells expressing human EP2, cAMP TR-FRET; cells stimulated with saturating PGE2; inhibition, % at 25 µM; 0.52% of 260,000 active; AID 1422;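 active means percent inhibition above 40 after rounding to a whole number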;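 further: rat C6 glioma host cells with rolipram phosphodiesterase inhibitor present; the protocol text gives 20 µM as final concentration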
Target sequence (P43116 whole entry, looked up): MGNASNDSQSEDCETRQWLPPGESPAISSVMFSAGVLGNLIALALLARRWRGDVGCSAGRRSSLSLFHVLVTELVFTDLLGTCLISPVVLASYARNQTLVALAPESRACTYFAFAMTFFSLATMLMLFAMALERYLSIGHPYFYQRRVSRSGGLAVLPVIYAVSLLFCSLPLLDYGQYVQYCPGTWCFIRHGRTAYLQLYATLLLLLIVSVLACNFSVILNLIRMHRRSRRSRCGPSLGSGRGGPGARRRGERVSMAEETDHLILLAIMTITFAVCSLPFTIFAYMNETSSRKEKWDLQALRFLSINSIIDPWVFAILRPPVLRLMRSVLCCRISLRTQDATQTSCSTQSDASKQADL
NPY Y1 blocker = blocks the human neuropeptide Y Y1 receptor; inhibition, % at 3.6 µM; 1% of 200,000 active; HEK293-CNG Y1 cells, membrane potential fluorescence; NPY at EC95, then isoproterenol; P25929;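 active means inhibition above the campaign mean inhibition of all tested compounds plus 3 SD, cut at about 20% in these data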;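 further: 0% = DMSO wells given NPY plus isoproterenol and 100% = isoproterenol alone without NPY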
Target sequence (P25929 whole entry, looked up): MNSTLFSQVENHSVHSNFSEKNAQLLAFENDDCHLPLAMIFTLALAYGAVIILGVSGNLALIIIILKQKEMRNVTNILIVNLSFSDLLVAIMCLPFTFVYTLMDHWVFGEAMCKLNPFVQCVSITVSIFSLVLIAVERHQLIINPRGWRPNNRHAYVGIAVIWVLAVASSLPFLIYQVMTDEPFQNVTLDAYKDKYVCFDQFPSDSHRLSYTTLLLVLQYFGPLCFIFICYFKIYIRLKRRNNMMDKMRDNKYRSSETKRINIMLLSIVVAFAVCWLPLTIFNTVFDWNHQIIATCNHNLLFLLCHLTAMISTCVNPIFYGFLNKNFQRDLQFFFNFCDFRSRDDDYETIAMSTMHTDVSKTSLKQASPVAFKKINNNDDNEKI
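Test system – HEK293 Y1/CNG channel cell line · Also added – NPY agonist 25 nM, then isoproterenol 1 µM plus Ro 20-1724 25 µM · Compound dosing – one concentration, 3.6 µM, in 0.4% DMSO · Schedule – compound incubation 1 h at room temperature, readout 45 min post-stimulation · Technique – fluorescence, membrane potential probe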
EP2 mod = modulates human prostaglandin E2 receptor EP2 signaling; induction, % at 25 µM; AID 940; 0.83% of 260,000 active; P43116; EP2-expressing cells, cAMP HTRF FRET, PGE2 co-stimulation;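 active means compounds whose cAMP rise, as percent of the full-agonist control response, exceeds 60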;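 further: rat C6 glioma line stably carrying human EP2 under a CMV promoter; the protocol text gives 20 µM as final concentration; 100% = response of wells given 1 µM PGE2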
TRPN1 ag = zebrafish TRPN1 (NompC) channel agonism; HEK293 zebrafish TRPN1-YFP, Fluo-8 calcium fluorescence; 100% = response to 87 µM carbachol; AID 1424; 0.18% of 220,000 active; activation, % at 3 µM;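 active means activation above its plate's cutoff, the mean activation of test wells on that plate plus 3 SD, cut at about 19% in these data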;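 further: 0% = DMSO alone and 100% = 87 µM carbachol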
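Assay system: Zebrafish TRPN1-YFP in HEK293 cells | Incubation: Dye loading 1 h at 37 °C, then 30 min room temperature | Measured by: Kinetic Fluo-8 fluorescence, ex 470-495, em 515-575 nm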
TRPML3 agonist = activates the human TRPML3 channel; Q8TDD5; HEK293 TRPML3-YFP, Fluo-8 calcium fluorescence; 100% = the carbachol control signal; activation, % at 3 µM; 0.29% of 220,000 active; AID 1448;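 active means activation above its plate's cutoff, the mean activation of the plate's test wells plus 3 SD, cut at about 12% in these data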;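 further: 0% = DMSO only wells and 100% = carbachol wells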
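Material: TRPML3-YFP stable HEK293 cells | Dosing: One concentration, 3 µM nominal, 0.3% DMSO | Timing: 125 s total fluorescence read per well | Technique: Fluo-8 calcium dye fluorescence, ex 470-495, em 515-575 nm | Measure: Percent activation from peak-to-basal fluorescence ratio, scaled between DMSO and carbachol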
CHOP inhibitor = inhibitors of CHOP induction in ER stress response | CHO-K1 CHOP-promoter luciferase, tunicamycin-induced, 15-18 h | inhibition, % at 10 µM | 3.8% of 220,000 active | AID 2732;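 active means compounds that reduced the stress-induced luciferase reporter signal by more than about 70% of percent inhibition, limit read from the data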;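 further: 0% = tunicamycin plus vehicle and 100% = wells without tunicamycin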
NPY1 pot ag = potentiates or activates human NPY-Y1 receptor; NPY-Y1 expressing cells, potentiator/agonist activation; activation, % at 3.6 µM; 0.37% of 220,000 active; in the data active means activation above about 33%, passing the limit was not always enough;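 further: cells stimulated with NPY at EC10 then isoproterenol at EC100; 0% = low agonist plus stimulus and 100% = saturating agonist plus stimulus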
14-3-3 Bad PPI = disrupts binding of bovine 14-3-3 zeta to phospho-Bad peptide; P63103; TR-FRET 14-3-3zeta/Dy647-pBad peptide displacement, 1 h; AID 781; 0.71% of 220,000 active; inhibition, % at 21.7 µM;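 active means inhibition above about 70%, limit read from the data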;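 further: 0% = full 14-3-3 plus peptide FRET controls and 100% = background without 14-3-3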
Target sequence (P63103 whole entry, looked up): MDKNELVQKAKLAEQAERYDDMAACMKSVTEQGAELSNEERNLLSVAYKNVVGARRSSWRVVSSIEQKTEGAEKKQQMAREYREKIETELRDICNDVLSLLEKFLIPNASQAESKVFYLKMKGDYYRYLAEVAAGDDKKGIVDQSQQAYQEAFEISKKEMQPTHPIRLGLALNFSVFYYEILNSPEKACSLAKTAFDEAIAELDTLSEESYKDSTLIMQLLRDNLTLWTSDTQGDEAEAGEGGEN
PPC-1+TRAIL kill = kills PPC-1 cancer cells in the presence of TRAIL; cell killing (% activity), % at 4 µM; 0.41% of 220,000 active; PPC-1 cells + TRAIL, ATPLite viability luminescence;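 active means cell killing above 50% in the first pass at 4 µM, then a duplicate retest at 5 µM averaging 50% or more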;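 further: plate controls were cells with TRAIL plus DMSO for no effect and medium-only wells lacking cells for full effect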
An asterisk follows results filed as active; . = no result given; & = joins results of further samples; [ ] = another dose, or the depositor's remark. An excerpt (hit frequency here may not be typical).

mol	PGE2 EP2 inh	NPY Y1 blocker	EP2 mod	TRPN1 ag	TRPML3 agonist	CHOP inhibitor	NPY1 pot ag	14-3-3 Bad PPI	PPC-1+TRAIL kill
O=C(O)c1ccccc1N(Cc1ccccc1)C(=O)CO/N=C/c1ccccc1	7	22*	1	0.0	0.9	-6	-31	-6	-7
N#C/C(=N\Nc1ccc(Br)cc1)C(=N)N1CCOCC1	7	0	-53	0.7	1.2	-21	-2	-4	20
Cn1c(SCC(=O)Nc2cccc(S(=O)(=O)NC3=NCCCCC3)c2)nnc1-c1ccccc1	3	-4	-2	-1.2	0.8	11	4	-3	12
COc1ccc(Sc2nc(-c3ccccn3)ncc2OC)cc1	5	5	24	-0.6	0.7	52	-28	-14	30
CC(C)Oc1ncnc2c1[nH]c1ccccc12	6	.	-3	8.8	3.4	45	-7	3	0
NC(N)=Nc1cc2ccccc2c2ccccc12	10	.	-41	0.3	0.1	4	-21	-6	25
Cc1cccc(C)c1N1CCN(S(=O)(=O)N2CCOCC2)CC1	5	2	15	0.3	1.7	25	-10	4	-4
CCCCN(Cc1cc2cc(OC)ccc2[nH]c1=O)C(=O)c1ccco1	9	0	-8	0.2	-0.2	7	0	16	10

Additional structures.
mol	PGE2 EP2 inh	NPY Y1 blocker	EP2 mod	TRPN1 ag	TRPML3 agonist	CHOP inhibitor	NPY1 pot ag	14-3-3 Bad PPI	PPC-1+TRAIL kill
CC(=O)NCCn1c(SCC(=O)NCCC(C)C)nc2ccccc2c1=O	8	0	15	2.3	0.3	35	21	-3	-7
Cc1ccc(C)c(CSc2nnc(-c3ccccn3)n2N)c1	4	7	-19	2.7	-0.7	-6	-1	7	-8
CC1CC(Nc2ccccc2)c2ccccc2N1C(=O)c1cccnc1 (configuration not stated)	10	-5	18	0.0	1.1	10	9	-3[fluorescence artefact?]	11
OC1(c2ccc(F)cc2)CCN(Cc2nnnn2Cc2cccs2)CC1	1&9	-4	-3&-32	-0.5	0.1	13	17	-9	24
CCC(C)[C@@H](C(=O)Nc1ccc2c(c1)OCO2)N1Cc2ccccc2C1=O (some centres not stated)	12	4	11	-1.0	-0.2	37	22	5[fluorescence artefact?]	11
COC(=O)C(NC(C)=O)(Nc1sc2c(c1C(N)=O)CCCC2)C(F)(F)F (configuration not stated)	26	5	-5	0.1	0.8	2	-4	-7	13
CCCCNC(=O)CN(CCc1ccccc1)S(C)(=O)=O	8	-6	-6	-0.5	0.8	5	-28	3	14
CCCN(CCC)CCCNC(=O)c1ccc2c(c1)N(CC)C(=O)c1ccccc1S2=O (configuration not stated)	10	-4	7	1.0	1.1	13	-40	-6	13

NPY Y1 blocker: hit marks shown above
structure	NPY Y1 blocker	EP2 mod	TRPML3 agonist	CHOP inhibitor	NPY1 pot ag	14-3-3 Bad PPI
O=C(O)c1ccccc1N(Cc1ccccc1)C(=O)CO/N=C/c1ccccc1	22*	1	0.9	-6	-31	-6

The list continues:
mol	PGE2 EP2 inh	NPY Y1 blocker	EP2 mod	TRPN1 ag	TRPML3 agonist	CHOP inhibitor	NPY1 pot ag	14-3-3 Bad PPI	PPC-1+TRAIL kill
Cc1ccc(C(=O)ON=C2CCN(S(=O)(=O)c3ccccc3)CC2)cc1	9	-2	20	-0.4	0.6	36	16	-13	18
Fc1ccc(CSc2nc3ccccc3[nH]2)cc1	4	4	2	-1.6	0.0	13	-5	-1	33[5 µM]
COc1ccc(-c2c(C#N)c(SCC(=O)c3cc4ccccc4oc3=O)nc(C)c2C(=O)Nc2ccccc2)cc1	7	-5	0	0.8	0.8	41	-22	12	4
O=C(O)c1ccc(N/N=C/C2=Cc3ccccc3OC2)cc1	7	.	-8	5.9	0.5	-43	27	0	13
Cn1c(SCC#N)nc2ccccc2c1=O	7	.	41	1.2	0.6	4	-23	0	5
Cc1ccc(C(=O)OCC(=O)N2CC(=O)Nc3ccccc32)s1	7	2	-15	1.3	0.5	3	5	-14[fluorescence artefact?]	2
CCn1c(Cn2nnc(-c3ccccc3)n2)nnc1SCC(=O)Nc1cccc(C)c1C	7	-2	30	0.1	0.2	-2	-3	9	6
CN(C)S(=O)(=O)c1ccc(C(=O)NCC(=O)N/N=C/c2ccccc2)cc1	4	4	0	1.9	1.1	19	11	-5	12

(more compounds)
mol	PGE2 EP2 inh	NPY Y1 blocker	EP2 mod	TRPN1 ag	TRPML3 agonist	CHOP inhibitor	NPY1 pot ag	14-3-3 Bad PPI	PPC-1+TRAIL kill
COC(=O)c1ccc2c(=O)n(C3CCCCC3)c(SCC#N)nc2c1	6	2	35	-0.8	-0.1	9	13	74*	15
O=S(=O)(Nc1ccc(N2CCOCC2)cc1)c1ccc(Cl)s1	8	-2	-8	-0.1	1.0	39	-8	-16	4
CC(Nc1ccc(Cl)c(Cl)c1)C(=O)NN (configuration not stated)	10	.	-16	0.4	1.0	26	-13	1	-1
CCN(CC)CCn1c(NCc2cc(OC)ccc2OC)nc2ccccc21	.	13	3	0.3	-0.7	3	-29	42	10
Cc1onc(-c2ccccc2)c1-c1nc2ccccc2c(=O)o1	20	8	49	-1.6	0.2	32	-23	8	-4
CCN(CC)CCCNC(=O)CSc1nc(-c2ccc(F)cc2)cc(C(F)(F)F)n1	10	0	26	-1.7	0.2	8	4	1	.
Cc1ccc2c(CN3CCN(CCO)CC3)cc(=O)oc2c1C	6	5	6	-0.1	1.0	-9	-34	-11[fluorescence artefact?]	-3
COc1ccc(/C=N\N=C2/SC(CC(=O)O)C(=O)N2c2ccc(O)cc2)cc1 (configuration not stated)	3	11	13	1.8	0.1	-51	-6	0	-9

Next section
mol	PGE2 EP2 inh	NPY Y1 blocker	EP2 mod	TRPN1 ag	TRPML3 agonist	CHOP inhibitor	NPY1 pot ag	14-3-3 Bad PPI	PPC-1+TRAIL kill
CSc1cc(-c2ccccc2)n(C)c(=O)c1C#N	5	3	15	-2.5	-0.8	-7	-3	-1	10
COc1cc(C(=O)NCc2nnc(SCC(=O)NCc3ccccc3)o2)cc(OC)c1OC	17	-2	-14	-0.4	0.4	35	-6	3	5
CSc1nnc(-c2ccc(NC(N)=S)cc2)o1	10	.	-4	2.5	0.4	7	-12	-11	16
O=C(CN(c1ccccc1)S(=O)(=O)c1ccccc1)N/N=C/c1ccc(OC2CSC2)cc1	16	1	36	-0.5	0.7	7	-8	-1	8
COc1ccc(CC(=O)NNC(=S)Nc2ccc(Br)cc2)cc1	7	4	-18	-1.2	0.2	24	9	-13	-9
CC(OCc1ccccc1)C(NC(=O)OC(C)(C)C)C(=O)NCC1CCCO1 (configuration not stated)	9	0	-3	-0.5	-0.3	-13	-14	11	10
Cc1ccc(NC(=O)C2COc3ccccc3O2)nc1 (configuration not stated)	7	2	-6	-0.2	-0.3	-14	13	15	-15
O=C(Cc1ccc(Cl)cc1)Nc1ccc(S(=O)(=O)Nc2cnc3ccccc3n2)cc1	6	-9	-14	2.2	0.6	5	-15	28	19

The results go on:
mol	PGE2 EP2 inh	NPY Y1 blocker	EP2 mod	TRPN1 ag	TRPML3 agonist	CHOP inhibitor	NPY1 pot ag	14-3-3 Bad PPI	PPC-1+TRAIL kill
COC(=O)C1=C(C)N(Cc2ccco2)C(=O)N[C@@H]1c1ccccc1	10	-3	25	-0.2	0.0	-2	-8	3[fluorescence artefact?]	4
COc1cc(NC(=O)COc2ccccc2)c(OC)cc1NC(C)=O	5	0	18	1.0	0.2	5	16	-2	16
Cc1cnc(NC(=O)CCNC(=O)c2ccc([N+](=O)[O-])cc2)s1	3	4	-8	0.2	0.9	20	1	-2	18
CCn1c(SCc2nc(N)nc(N3CCCCC3)n2)nc2c1c(=O)n(C)c(=O)n2C	7	5	-22	0.1	0.2	27	1	-1	-3
COc1ccc(C(CNC(=O)c2cc3ccccc3o2)N2CCCCC2)cc1 (configuration not stated)	6	2	40	0.4	-0.1	20	5	-20	15
Cc1ccc(C(=O)N2CCCC(CCC(=O)N3CCN(c4ccccn4)CC3)C2)s1 (configuration not stated)	6	0	-80	1.1	2.0	11	8	-7	-4
CN(C)c1ccc(C(=S)N2CCN(C(=S)Nc3cccc4ccccc34)CC2)cc1	5	-2	-20	0.4	1.2	-14	19	-6	21
COc1ccc(C(=O)CNc2ccccc2C#N)cc1	3	0	-8	-1.1	0.4	-13	-27	4	8

The list continues:
mol	PGE2 EP2 inh	NPY Y1 blocker	EP2 mod	TRPN1 ag	TRPML3 agonist	CHOP inhibitor	NPY1 pot ag	14-3-3 Bad PPI	PPC-1+TRAIL kill
CN1CCCN(C(=O)CC2(CC(=O)O)CCCC2)CC1	2	-1	-2	-1.7	0.8	-7	2	2	17
Cc1ccc(CNC(=O)COc2ccccc2-c2ccccc2)cc1	4	4	46	-1.7	0.3	10	-44	-8	36
COC(=O)c1ccc(OCC2c3cc(OC)c(OC)cc3CCN2C(=O)c2ccco2)cc1 (configuration not stated)	5	22*	-10	-0.1	-0.3	20	-30	-2	10
COC(=O)c1ccccc1NC(=O)c1cnn2cccnc12	8	-6	-6	0.3	0.6	-5	8	-6	22
CCOC(=O)/C=C1\SCC(=O)N1CC(=O)NC12CC3CC(CC(C3)C1)C2	9	2	-1	-0.6	0.5	6	-15	-5	-20
O=C(NC1CCCCC1)C1Cc2ccccc2CN1S(=O)(=O)c1ccc(F)cc1 (configuration not stated)	9&6	6	23&37	-0.7	7.1	29	20	16	12
CCCOC(=O)CSc1nnc(-c2cc(OC)c(OC)c(OC)c2)o1	10	-2	26	0.1	-0.7	7	-21	-8[fluorescence artefact?]	7
Cc1ccc(NC(=O)Cc2ncc(C(F)(F)F)cc2Cl)cc1Cl	9	4	-13	0.7	1.5	54	-8	2	-2
